# From PubChem
# Lung fibro prol: blocks proliferation of human lung fibroblasts; viability, % at 10 µM; 85,000 compounds, 1.1% hits; LL 47 human lung fibroblast viability, ATP luminescence; active compounds read low;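 active means viability at or below 50% in the single dose screen; inactive means viability above 50%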;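 further: compound exposure lasted 72 h before the ATP readout; 100% = median luminescence of untreated cell-only wells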
#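 Assay system: human lung fibroblast line LL 47, low passage. Input: 1,150 fibroblasts seeded per well. Times: overnight cell rest, 72 h compound treatment at 37 °C. Evaluation: % viability of median cell-only signal. Technique: luminescent ATP detection, CellTiter-Glo. Control set: cell-only wells, no compound.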
# PTK2B oligo ant: antagonists of human Pyk2 oligomerization | Q14289 | Q293 cells, Pyk2 FERM NanoBiT luminescence; active compounds read low | z-score (the deposit names both 25 µM and 10 µM) | 99,000 compounds, 0.83% hits | AID 1347419;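 active means Z-score of -3 or lower, scaled per plate to the spread of control and sample wells; inactive means z-score above -3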;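 further: negative z-score means lost luminescence so less FERM oligomerization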
# HUVEC inhibit: human endothelial cell proliferation inhibition. HUVEC proliferation, CellTiter-Glo luminescence, 72 h; active compounds read low. viability, % at 10 µM (by protocol). 86,000 compounds, 1.1% hits. AID 648;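 active means viability at or below 30%; inactive means viability above 30%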;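 further: 100% = median luminescence of DMSO-only cell control wells on each plate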
# HUVEC tox TNFa: HUVEC cytotoxicity counter-screen, TNF alpha stimulated | 93,000 compounds, 0.17% hits | AID 848 | HUVEC TNFalpha-stimulated, Hoechst cell count, imaging | cell count reduction, % at 2 µM;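 active means cell count reduction exceeding the screen mean by over 5 SD, scaled to untreated wells per plate, cut at about 78% in these data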;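 further: cells counted after 24 h of TNF alpha exposure following the 1 h pretreatment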
# VCAM1 TNFa inh: reduces TNF alpha induced VCAM1 expression in HUVEC; 95,000 compounds, 0.48% hits; HUVEC TNFa-induced VCAM-1 immunofluorescence, high-content imaging; inhibition, % at 2 µM; AID 802;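 active means inhibition above the batch mean plus 3 SD, with images confirmed as a hit by eye, cut at about 37% in these data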;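 further: 0% = TNF-stimulated DMSO wells and 100% = unstimulated control wells; not every result past the cut was called active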
# F-actin modifier: cytoskeleton assembly modification; HUVEC TNFa F-actin phalloidin imaging, high content; 91,000 compounds, 0.18% hits; inhibition, % at 2 µM;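 active means inhibition above the batch mean plus 3 SD and confirmed as a hit by visual image inspection, cut at about 30% in these data, passing the limit was not always enough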; further: strong numbers were not always called active
# Smad3 FoxH1 inh: Smad3 (human) transcription factor binding inhibition. 88,000 compounds, 0.29% hits. P84022. TR-FRET Smad3/Dy647-FoxH1 peptide binding, europium anti-His. AID 630. inhibition, % at 25 µM;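 active means compounds that reduce the energy-transfer binding signal between the protein and its labelled peptide by more than half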;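 further: 0% = Smad3 plus labelled peptide maximal FRET and 100% = peptide-only background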
# Target sequence (P84022 whole entry, looked up): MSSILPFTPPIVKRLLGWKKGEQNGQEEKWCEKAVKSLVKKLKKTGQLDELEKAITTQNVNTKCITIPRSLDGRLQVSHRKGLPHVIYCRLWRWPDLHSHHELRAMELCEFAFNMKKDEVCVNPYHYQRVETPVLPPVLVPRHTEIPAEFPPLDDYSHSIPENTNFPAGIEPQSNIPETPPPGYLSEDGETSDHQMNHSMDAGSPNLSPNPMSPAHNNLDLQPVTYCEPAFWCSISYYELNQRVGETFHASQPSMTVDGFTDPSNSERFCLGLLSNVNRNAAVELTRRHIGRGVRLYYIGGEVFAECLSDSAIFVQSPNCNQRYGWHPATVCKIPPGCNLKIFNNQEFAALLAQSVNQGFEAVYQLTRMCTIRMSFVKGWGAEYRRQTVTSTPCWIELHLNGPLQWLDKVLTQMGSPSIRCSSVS
# IL1B cytotox: toxic to HUVEC cells under IL-1B stimulation | 94,000 compounds, 0.41% hits | cell count reduction, % at 2 µM | HUVEC cell count loss, Hoechst imaging, IL-1B stimulated;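 active means cell count reduction more than 3 SD above the screen-wide mean, cut at about 70% in these data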;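 further: normalized per plate to untreated control cells as the no-loss baseline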
# H69AR inhibit: growth inhibitors of human H69AR lung tumor cells; H69AR lung tumor viability, ATP luminescence, 72 h; active compounds read low; viability, % at 10 µM; 85,000 compounds, 6% hits; AID 598;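 active means viability at or below 40%; inactive means viability above 40%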;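 further: multidrug resistant small cell line overexpressing MRP-1 efflux transporter; 100% = mean luminescence of untreated control wells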
# Numbers without * were called inactive; . = no result given; [ ] = dose if it differs, or a comment. An excerpt, so the mix of outcomes need not match the whole.
SMILES,Lung fibro prol,PTK2B oligo ant,HUVEC inhibit,HUVEC tox TNFa,VCAM1 TNFa inh,F-actin modifier,Smad3 FoxH1 inh,IL1B cytotox,H69AR inhibit
C=CCOC(=O)C1=C(C)OC(N)=C(C#N)[C@@]12C(=O)N(CC(N)=O)c1ccccc12,98.9,-0.21,99.7,-10.8,7.0,-50.5,7.2,-145.7,100.1
Cc1ccc2c(c1)N(CCC(=O)N1CCC3(CC1)OCCO3)C(=O)C(C)O2 (centres undefined),99.0,0.9,104.5,-0.4,4.1,4.2,0.1,-15.9,87.5
O=c1[nH]c(=O)n(-c2cccc3ccccc23)c(O)c1C=NCCCn1ccnc1,99.8,-1.09,98.9,.,9.2,13.8,0.4,-11.3,94.7
CCC(=NCCO)c1c(O)n(C2CCCCC2)c(=O)[nH]c1=O,88.7,-0.7,98.7,-15.3,-23.7,9.7,-0.7,-31.2,.
COc1ccc(CCC(=O)N2CCC3(CC2)OCCO3)cc1,104.1,1,92.8,14.5,-13.2,-14.6,6.8,-40.9,97.2
CC(C)CCOC(=O)c1c(N)n(CC2CCCO2)c2nc3ccccc3nc12 (centres undefined),99.4,-0.09,66.5,-24.9,-10.6,5.0,8.1,23.0,51.7
CCCc1[nH]nc2c1C1(C(=O)N(CC(N)=O)c3ccccc31)C(C(=O)OC)=C(N)O2 (centres undefined),96.9,0.39,91.4,-20.0,2.4,-16.4,6.6,-17.0,94.4
COc1ccc(CCC(C)NCCc2ccccc2)cc1 (centres undefined),97.8,0.02,131.9,-35.7,4.5,10.8,19.2,.,90.5
CCC(=NCc1ccc(F)cc1)c1c(O)n(C)c(=O)n(C)c1=O,98.0,0.74,91.7,-19.1,-9.1,16.2,-9.9,-37.7,.
O=C(O)c1c[nH]c2ccc(S(=O)(=O)N(CCCl)CCCl)cc12,105.1,0.59,93.3,-5.4,12.2,3.3,9.8,3.8,103.2
CCC(=NCCO)c1c(O)n(-c2ccccc2)c(=O)[nH]c1=O,99.5,-0.45,96.0,.,.,.,-1.4,.,102.7
O=C1CN=C(c2cccs2)c2c(sc3c2CCCC3)N1,94.7,0.12,62.4,-27.3,14.2,-5.3,-5.8,-14.7,21.4*
Cc1ccc(-c2nc3ccccc3c(=O)n2-c2nccs2)cc1,.,0.15,.,-19.1,-55.9,4.4,.,0.8,.
CCOC(=O)C1C(=O)N(C)C2(C)CC1c1ccccc1O2 (centres undefined),100.4,0.93,97.7,4.2,-4.7,-2.6,2.1,-22.2,82.9
Cc1onc(-c2ccccc2)c1C(=O)N1CCC2(CC1)OCCO2,106.0,0.04,93.2,-7.3,10.6,-4.3,-2.5,-4.4,95.7
CCN(CC)P(=O)(NC(=O)C(Cl)(Cl)Cl)N(CC)CC.[Cl-].[Cl-].[Cl-].[Nd+3],96.7,0.64,101.1,-23.3,-2.2,.,67.2*[fluorescence artefact?],10.9,84.4
COC(=O)C1=C(N)Oc2c(c(=O)oc3ccccc23)[C@]12C(=O)N(C)c1ccccc12,99.1,-0.3,97.6,.,.,.,3.3,.,102.5
Cn1cccc1CN1CCN(C(=O)COc2ccccc2)CC1,99.6,-1.12,88.4,-3.5,16.8,-2.3,-9.6,6.8,86.0
C/C(=C\c1ccc(N(C)C)cc1)[N+](=O)[O-],.,-2.01,.,-5.5,3.0,-34.9,.,13.5,.
Cc1c(C(=O)N2CCC3(CC2)OCCO3)sc2ncnc(N(C)c3ccccc3)c12,90.0,-0.54,88.4,-11.7,2.1,-25.3,5.6,-8.9,71.3
CC(C)C(=O)c1cn(Cc2ccc(C#N)cc2)c2ccccc12,92.7,-0.12,74.4,-5.0,10.9,-7.9,9.2[fluorescence artefact?],-37.0,77.9
CN1[C@@H]2CC[C@H]1CC(OC(=O)C1C=Nc3ccccc31)C2 (some centres undefined),101.3,.,99.3,.,.,.,6.0,.,89.6
C=CCN1C(=O)c2ccccc2Sc2ccc(C(=O)N3CCC4(CC3)OCCO4)cc21,101.8,-0.16,106.0,3.1,24.4,-28.1,-6.8,-5.8,83.9
Cc1nnc2n1-c1ccc(Br)cc1C(c1ccccc1Cl)=NC2,102.4,-0.87,91.8,-0.4,-8.5,-6.4,3.3[fluorescence artefact?],5.5,83.4

# A different layout for part of the listing above.
SMILES	Lung fibro prol	PTK2B oligo ant	HUVEC inhibit	HUVEC tox TNFa	VCAM1 TNFa inh	F-actin modifier	Smad3 FoxH1 inh	IL1B cytotox	H69AR inhibit
CCCc1[nH]nc2c1C1(C(=O)N(CC(N)=O)c3ccccc31)C(C(=O)OC)=C(N)O2 (centres undefined)	96.9	0.39	91.4	-20.0	2.4	-16.4	6.6	-17.0	94.4
COc1ccc(CCC(C)NCCc2ccccc2)cc1 (centres undefined)	97.8	0.02	131.9	-35.7	4.5	10.8	19.2	.	90.5
CCC(=NCc1ccc(F)cc1)c1c(O)n(C)c(=O)n(C)c1=O	98.0	0.74	91.7	-19.1	-9.1	16.2	-9.9	-37.7	.
O=C(O)c1c[nH]c2ccc(S(=O)(=O)N(CCCl)CCCl)cc12	105.1	0.59	93.3	-5.4	12.2	3.3	9.8	3.8	103.2
CCC(=NCCO)c1c(O)n(-c2ccccc2)c(=O)[nH]c1=O	99.5	-0.45	96.0	.	.	.	-1.4	.	102.7
O=C1CN=C(c2cccs2)c2c(sc3c2CCCC3)N1	94.7	0.12	62.4	-27.3	14.2	-5.3	-5.8	-14.7	21.4*
Cc1ccc(-c2nc3ccccc3c(=O)n2-c2nccs2)cc1	.	0.15	.	-19.1	-55.9	4.4	.	0.8	.
CCOC(=O)C1C(=O)N(C)C2(C)CC1c1ccccc1O2 (centres undefined)	100.4	0.93	97.7	4.2	-4.7	-2.6	2.1	-22.2	82.9
Cc1onc(-c2ccccc2)c1C(=O)N1CCC2(CC1)OCCO2	106.0	0.04	93.2	-7.3	10.6	-4.3	-2.5	-4.4	95.7
CCN(CC)P(=O)(NC(=O)C(Cl)(Cl)Cl)N(CC)CC.[Cl-].[Cl-].[Cl-].[Nd+3]	96.7	0.64	101.1	-23.3	-2.2	.	67.2*[fluorescence artefact?]	10.9	84.4
COC(=O)C1=C(N)Oc2c(c(=O)oc3ccccc23)[C@]12C(=O)N(C)c1ccccc12	99.1	-0.3	97.6	.	.	.	3.3	.	102.5
Cn1cccc1CN1CCN(C(=O)COc2ccccc2)CC1	99.6	-1.12	88.4	-3.5	16.8	-2.3	-9.6	6.8	86.0
C/C(=C\c1ccc(N(C)C)cc1)[N+](=O)[O-]	.	-2.01	.	-5.5	3.0	-34.9	.	13.5	.
Cc1c(C(=O)N2CCC3(CC2)OCCO3)sc2ncnc(N(C)c3ccccc3)c12	90.0	-0.54	88.4	-11.7	2.1	-25.3	5.6	-8.9	71.3
CC(C)C(=O)c1cn(Cc2ccc(C#N)cc2)c2ccccc12	92.7	-0.12	74.4	-5.0	10.9	-7.9	9.2[fluorescence artefact?]	-37.0	77.9

# More structures
SMILES,Lung fibro prol,PTK2B oligo ant,HUVEC inhibit,HUVEC tox TNFa,VCAM1 TNFa inh,F-actin modifier,Smad3 FoxH1 inh,IL1B cytotox,H69AR inhibit
COc1ccc(CN2CCCCC2c2cccnc2)cc1C (centres undefined),103.7,0.24,98.0,-9.8,16.5,4.9,11.4,.,87.3
CCSc1cc(C2C(C#N)=C(N)Oc3n[nH]c(C)c32)c(C)o1 (centres undefined),77.5,-0.17,65.5,.,.,.,-6.0,-10.5,99.2
CN1C2C=C(N(C(=O)c3ccc(Cl)cc3)c3ccccc3)CC1CC2 (centres undefined),105.3,-0.67,85.1,-25.2,-5.1,13.2,3.3,-20.0,89.9
O=P(O)(O)Cc1ccccc1OP(=O)(c1ccccc1)c1ccccc1,104.4,1.04,97.5,-4.5,0.9,-53.1,-1.2,-24.0,91.4
CCC(=O)N1CCN(CCN=Cc2c(O)n(C)c(=O)n(C)c2=O)CC1,96.0,0.51,97.0,-24.9,-1.9,46.3,1.5,-6.6,75.0
CCOP(=O)(OCC)C(NC(=O)c1ccccc1Cl)=C(Cl)Cl,.,0.18,.,-33.0,-9.7,5.6,.,-0.3,.
